Bioassay records as filed in PubChem.
PTPN22 inh 2 = inhibitors of human LYP (PTPN22) phosphatase; recombinant LYP catalytic domain, DiFMUP fluorescence; Q9Y2R2; 0.21% of 96,000 active; inhibition, % at 2 µM;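 active means inhibition at 2 µM at or above a set limit, the screen mean plus 3 SD, cut at about 24% in these data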;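 further: 0% = DMSO with enzyme and 100% = enzyme fully blocked by orthovanadate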
LYP act = LYP (human) phosphatase activation | Q9Y2R2 | recombinant LYP, DiFMUP fluorescence; 0 = plate median, 100 = signal doubled | activation, % at 2 µM | 0.11% of 96,000 active | AID 697;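 active means activation at 2 µM above a set limit, the mean plus 5 SD, cut at about 37% in these data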
Plk1 PBD FP = blocks phosphopeptide binding to human Plk1 polo box domain | P53350 | Plk1 PBD phosphopeptide binding, fluorescence polarization | inhibition, %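 (tested at about 20 µM)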 | 0.13% of 97,000 active | AID 693; in the data active means inhibition above about 34%, passing the limit was not always enough
PLK1 kinase inh = inhibitors of human PLK1 kinase. recombinant PLK1 kinase, TR-FRET peptide phosphorylation. 0.53% of 97,000 active. P53350. inhibition, % at 10 µM. AID 619;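 active means inhibition of 50% or more in the single-concentration screen; inactive means inhibition below 50%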;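 further: 0% = DMSO max control and 100% = H-89 dihydrochloride min control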
CYP2C9 inhib = blocks human cytochrome P450 2C9; CYP2C9 Supersomes, luciferin-H conversion, luminescence; AID 777; P11712; 20% of 96,000 active; inhibition, % at 5 µM;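 active means blocking of liver enzyme CYP2C9 beyond about 50% at 5 µM, limit read from the data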; further: values of inactives mirror those of a sister screen read the other way
Target sequence (P11712 whole entry, looked up): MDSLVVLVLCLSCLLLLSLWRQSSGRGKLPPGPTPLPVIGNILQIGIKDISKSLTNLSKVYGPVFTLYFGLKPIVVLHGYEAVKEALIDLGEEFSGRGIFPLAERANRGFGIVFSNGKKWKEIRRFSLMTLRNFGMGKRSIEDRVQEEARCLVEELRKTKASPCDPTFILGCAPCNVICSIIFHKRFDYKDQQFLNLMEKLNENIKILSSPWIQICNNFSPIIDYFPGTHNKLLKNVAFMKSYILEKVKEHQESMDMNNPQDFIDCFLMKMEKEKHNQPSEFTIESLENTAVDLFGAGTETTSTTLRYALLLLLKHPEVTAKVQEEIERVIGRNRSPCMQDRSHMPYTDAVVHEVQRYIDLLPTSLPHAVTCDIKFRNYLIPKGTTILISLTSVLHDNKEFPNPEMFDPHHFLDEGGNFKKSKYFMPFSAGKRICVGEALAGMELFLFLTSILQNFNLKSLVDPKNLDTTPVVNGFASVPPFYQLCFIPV
EphB4 antag = EphB4-ephrin-B2 interaction antagonism. EphB4 LBD / TNYL-RAW-Alexa532 peptide, fluorescence polarization. inhibition, % at 7 µM. P54760. 0.15% of 97,000 active;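 active means inhibition above the screen-wide mean inhibition plus 3 SD, cut at about 15% in these data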;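 further: 0% = DMSO wells and 100% = excess unlabeled TNYL-RAW peptide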
CYP2C9 act = increases human cytochrome P450 2C9 activity; P11712; recombinant CYP2C9, luciferin-H conversion, luminescence; active compounds read high; factor 1 = untreated enzyme, 0 = blocked; activation factor at 5 µM; 1.4% of 96,000 active;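 active means activation factor of 2 or more for CYP2C9 at a 5 µM dose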;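 further: 0 = sulfaphenazole-blocked wells and 1 = vehicle-only wells; values of inactives mirror those of a sister screen read the other way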
Rev-RRE block = disrupts HIV-1 Rev binding to RRE RNA; P05866; Rev peptide-RRE RNA binding, FRET; inhibition, % at 8 µM; 0.79% of 97,000 active;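 active means inhibition above the screen-wide mean plus 3 SD, cut at about 35% in these data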;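 further: 0% = median DMSO wells and 100% = median Neomycin B control wells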
Target sequence (P05866 whole entry, looked up): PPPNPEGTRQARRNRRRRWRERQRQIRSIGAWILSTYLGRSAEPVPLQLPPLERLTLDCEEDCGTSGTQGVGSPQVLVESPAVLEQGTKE
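Test system – labelled RRE RNA duplex and labelled Rev peptide · Reagent – labelled Rev peptide · Doses – one concentration, 8 µM nominal · Incubation – 5 + 15 min at 25 °C · Signal – FRET fluorescence readout · Read-out basis – % inhibition of FRET ratio versus controls · Control set – DMSO wells as 0% and neomycin B wells as 100% inhibition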
Calb biofilm kill = kills Candida albicans biofilms; C. albicans biofilm + clotrimazole, Alamar Blue; inhibition, % at 6 µM; 0.14% of 85,000 active; AID 834;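 active means inhibition above 20%; inactive means inhibition below 20%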;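 further: preformed 24 hr biofilms exposed to compound for 48 hr; 0% = biofilm without compound and 100% = blank killed by clotrimazole plus chlorhexidine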
Active calls of the source: *; . = not tested or not shown; [ ] = another dose, or the depositor's remark.

nr	SMILES	PTPN22 inh 2	LYP act	Plk1 PBD FP	PLK1 kinase inh	CYP2C9 inhib	EphB4 antag	CYP2C9 act	Rev-RRE block	Calb biofilm kill
1	CCCn1c(SCC(=O)Nc2sc(C)c(C)c2C(=O)OCC)nc2c1c(=O)n(C)c(=O)n2C	5	-6	8	-9	66*	7	0.3	11	2
2	CC(O)c1cc2c(cc1NC(=O)c1cnn3c1NC(c1ccco1)CC3C(F)(F)F)OCO2 (stereo not drawn)	-3	2	8	-14	14	-8	0.9	16	1
3	CN(CC1CCCO1)S(=O)(=O)c1ccc(C(=O)Nc2nc(-c3ccccn3)cs2)cc1 (stereo not drawn)	-20	16	-3	2	26	1	0.7	8	3
4	O=C(Cn1c(=O)[nH]n(-c2ccccc2)c1=O)N1CCCc2ccccc21	-10	5	-21	-7	21	8	0.8	-2	7
5	CCc1ccc(C(C(=O)NCc2ccc(OC)cc2)N(CCOC)C(=O)Cc2cccs2)cc1 (stereo not drawn)	8	-6	3	0	43	1	0.6	2	.
6	COC(=O)c1sccc1-n1cccc1C(=O)C(=O)N1CCCCC1	-9	8	26	-6	7	1	0.9	4	6
7	NC1=NC2(CCN(Cc3ccccc3)CC2)n2c(nc3ccccc32)N1	3	-5	-16	4	57*	1	0.4	-5	3
8	COC(=O)C1=C(C)Nc2nc(-c3ccccc3)nn2C1c1ccc(C)o1 (stereo not drawn)	7	-10	14	-8	71*	-1	0.3	14	-2
9	CC(=O)Nc1ccc(S(=O)(=O)N2CCN(C(C)CCc3ccccc3)CC2)cc1 (stereo not drawn)	-2	4	16	-24	56*	-5	0.4	12	9
10	CCCCOC(=O)Cn1cnc2ccc(Br)cc2c1=O	-5	4	-13	17	24	-6	0.8	4	7
11	CC(C)(C)NC(=O)C1CCN(C(=O)c2ccc(Br)cc2)CC1	11	-11	-2	-12	1	3	1	3	9
12	C#CC1CN(Cc2ccccc2)CC(C#C)N1C (stereo not drawn)	14	-15	-10	-3	0	-4	1	3	.
13	Cc1nnc(SCC(=O)c2ccc(S(=O)(=O)N3CCOCC3)cc2)n1-c1ccccc1	8	-8	6	-7	10	1	0.9	4	7
14	CC(=O)c1ccc(OC(C)C)c(CC(C(N)=O)C(N)=O)c1	2	-4	-16	-19	3	1	1	6	.
15	CCCCS(=O)(=O)c1sc2nc3c(cc2c1N)CCCC3	1	3	30	-1	16	0	0.8	8	9
16	CN1CCN(C2=Cc3ccccc3Sc3cc(F)c(F)cc32)CC1	-3	0	12	-6	.	-5	.	-1	-3
17	COc1ccc(OC)c(NC(=O)CNC(=O)Cn2ccc3ccccc3c2=O)c1	-4	4	-6	-7	39	-3	0.6	7	-7
18	CCn1cnc2c1c(=O)n(Cc1csc(-c3ccccc3)n1)c(=O)n2Cc1ccccc1	13	-16	-8	-10	89*	2	0.1	1	-8
19	COc1ccc(Cn2c(O)cc(=O)[nH]c2=O)cc1	-7	3	-12	-12	.	3	.	18	-5
20	C=CCn1c(SCc2c(C)noc2C)nc2ccccc2c1=O	1	0	30	-8	97*	1	0	10	2
21	CC(C)(c1ccccc1)c1ccc(OCCCNCCO)cc1	3	-3	2	0	-14	-6	1.1	10	-4
22	Cc1cccc(NS(=O)(=O)c2ccc(C)c(C(=O)OCC(=O)Nc3cc(C)on3)c2)c1	3	-2	-11	-10	94*	-3	0.1	17	11
23	CC(=O)Nc1ccc(NC(=O)C/C(C)=N/NC(=O)C(=O)N2CCCC2)cc1	2	0	15	-6	6	-1	0.9	1	.
24	CCOC(=O)C1=C(CC)Nc2ccccc2N=C1NC(=O)Nc1ccccc1OC	-8	11	4	-4	7	0	0.9	2	.
25	C=CCSc1nc(-c2ccccc2)c2cc(Cl)ccc2n1	9	-3	13	78*	34	-1	0.7	23	.
26	O=C(CS(=O)CC(=O)N(CC(=O)NC1CCCC1)c1ccc2c(c1)OCCO2)Nc1ccc(F)cc1 (stereo not drawn)	-3	1	-6	12	3	9	1	0	.
27	Cc1c(-c2nn(C)c(=O)c3ccccc23)oc2ccc(F)cc2c1=O	-21	26	-25	-22	85*	9	0.1	0	9
28	Cn1c2c(c(=O)n(C)c1=O)C(C(F)(F)F)(C(F)(F)F)N=C(c1ccc(Cl)cc1)N2	7	-3	-4	10	89*	8	0.1	0	.
29	O=C(NC1CC1)c1ccc(COc2ccc(F)cc2)o1	-11	12	10	2	0	7	1	-1	6
30	CC(/C=N/n1c(C2CCCCC2)n[nH]c1=S)=C\c1ccccc1	26*	-23	-6	-7	61*	-6	0.4	-3	.
31	C1CCC(OCCN2CCN(CCOC3CCCCC3)CC2)CC1	-3	3	-10	-11	-26	4	1.3	5	-6
32	O=C1OC(c2ccccc2)=N/C1=C/c1cccc(OC(=O)c2cccs2)c1	2	0	-36	-8	.	-1	.	5	.
33	O=C(CCS(=O)(=O)c1cccc2nsnc12)NCc1ccccc1Cl	8	-8	15	3	-4	0	1	15	0
34	CCOc1ccc(NC(=O)CN(C)CC(=O)Nc2cc(Cl)ccc2C#N)cc1OCC	3	-2	-20	-5	39	7	0.6	8	-3
35	CCOC(=O)/C(C#N)=C1\C=CN(C)C(C)=N1	2	4	-1	-10	.	-5	.	3	3
36	COc1ccc(N2Nc3n[nH]c(N)c3N2)cc1	6	-6	12	80*	.	1	.	0	4
37	CCCC(=O)O[C@@H]1C[C@@H](C)N(C(=O)c2ccccc2)c2ccc(C)cc21	11	-11	-21	0	24	-5	0.8	-3	7
38	CSCC[C@H](NC(=O)OC(C)(C)C)c1nnc(SCC(=O)Nc2c(C)cccc2C)o1	3	-5	2	-8	58*	1	0.4	5	6
39	O=S(=O)(c1cc(Cl)ccc1Cl)N1CCCC1	-6	6	4	-5	-248	-11	3.5*	3	-1
40	CCS(=O)(=O)Nc1cccc(C(=O)CC2(O)C(=O)Nc3ccccc32)c1 (stereo not drawn)	3	1	1	-8	-23	-9	1.2	5	7
41	CCOC(=O)C1=C(N)OC2=C(C(=O)CCC2)C1c1ccccc1OCC (stereo not drawn)	-4	1	25	49	49	1	0.5	8	-3
42	CNC(=O)CC12CC3CC(CC(C3)C1)C2	2	-2	-4	-9	3	4	1	3	0
43	O=C(N/N=C/c1ccncc1)c1cc2c(ccc3ccccc32)o1	18	-15	-7	-12	45	6	0.6	3	.
44	Cc1cc(NC(=O)CCC(=O)N(CC(=O)NC2CCCC2)c2ccccc2)no1	2	-1	4	-12	.	-6	.	-1	0
45	COc1ccccc1C1CC(=O)NC(SCC(=O)Nc2ccccc2)=C1C#N (stereo not drawn)	-4	4	28	-8	40	-1	0.6	7	8
46	O=C(N1CCOCC1)N(Cc1cccs1)C1CCCC1	0	-1	-13	-6	4	10	1	6	6
47	COc1ccc(-c2nnc(SCc3cccc(C#N)c3)o2)cc1	-12	8	21	-8	-8	4	1.1	8	3
48	CCOc1ccc(S(=O)(=O)N(CCO)CCO)cc1-c1nc2c(C(C)(C)C)nn(C)c2c(=O)[nH]1	-9	12	-9	-6	59*	2	0.4	13	4
49	COc1ccc(N2CCN(S(=O)(=O)c3ccc(Cl)c(C(F)(F)F)c3)CC2)cc1	1	-2	6	-12	-28	1	1.3	13	9
50	C=CCCCCCCCCC(=O)Nc1c[nH]c(=O)[nH]c1=O	-5	9	-24	-5	9	2	0.9	5	6
51	CCOC(=O)c1c(NC(=O)CSc2nnc3c(n2)[nH]c2ccccc23)sc2c1CCN(C)C2	2	-5	-21	1	.	-7	.	13	.
52	COc1cc(/C=N\Nc2ccc([N+](=O)[O-])cc2)ccc1OCC(=O)Nc1ccc(C)c(C)c1	10	-6	-18	-21	5	3	0.9	76*[fluorescence artefact?]	.
53	CC(=O)N/C(=C\c1ccccc1Cl)C(=O)O	-2	4	-3	-10	.	-5	.	3	2
54	COCCN1CC(=O)N(c2cccc(C)c2C)C(c2ccc(Cl)cc2)C1=O (stereo not drawn)	-3	2	7	-5	48	6	0.5	6	0
55	Cc1ccc(Cn2ccc(NC(=O)c3cc(C(C)C)on3)n2)cc1	9	-9	21	-21	98*	-1	0	11	-2
56	CC(/C=C/c1ccco1)=N/NC(=O)c1ccccc1Cl	6	-2	-17	-9	2	9	1	8	.
57	Cc1ccc(OS(=O)Nc2cccc3nccnc23)cc1 (stereo not drawn)	-13	8	15	-10	33	-1	0.7	1	5
58	CCCCCCn1c(SCCCC)nc2c1c(=O)[nH]c(=O)n2C	9	-6	-10	-10	17	3	0.8	11	3
59	COc1ccc(CCNC(=O)c2cnn3cccnc23)cc1OC	4	-4	1	-7	-7	7	1.1	8	-4
60	O=C(C1CCCN(S(=O)(=O)c2cccc3nsnc23)C1)N1CCc2ccccc2C1 (stereo not drawn)	4	-5	-34	-3	15	-2	0.8	7	.

The results go on.
nr	SMILES	PTPN22 inh 2	LYP act	Plk1 PBD FP	PLK1 kinase inh	CYP2C9 inhib	EphB4 antag	CYP2C9 act	Rev-RRE block	Calb biofilm kill
61	Cc1ccc(NCC(=O)N/N=C\c2ccc([N+](=O)[O-])o2)cc1	8	-6	-6	3	13	-2	0.9	2	.
62	Cc1noc(C)c1COC(=O)c1cc2ccccc2cc1O	6	-8	-16	-6	92*	2	0.1	8	.
63	CCN1CCN(c2nc3c(c(=O)[nH]c(=O)n3C)n2CCSc2nc3ccccc3s2)CC1	-4	4	-5	-10	37	-2	0.6	4	4
64	O=C(NCC(=O)N(c1cccnc1)C(C(=O)NC1CCCC1)c1ccco1)c1cccs1 (stereo not drawn)	-7	8	-9	-1	19	-4	0.8	-1	6

Grouped by structure, those above containing bromine (two)
nr	SMILES	PTPN22 inh 2	LYP act	Plk1 PBD FP	PLK1 kinase inh	CYP2C9 inhib	EphB4 antag	CYP2C9 act	Rev-RRE block	Calb biofilm kill
10	CCCCOC(=O)Cn1cnc2ccc(Br)cc2c1=O	-5	4	-13	17	24	-6	0.8	4	7
11	CC(C)(C)NC(=O)C1CCN(C(=O)c2ccc(Br)cc2)CC1	11	-11	-2	-12	1	3	1	3	9
